Compound activity as filed in PubChem BioAssay.
SNCA viab count: counter-screen for SNCA expression inhibitors: cell viability; HEK-293-SNCA-luc viability, GF-AFC fluorescence, 24 h; Potency, µM (highest dose often 57.1 µM), without a hit: top-dose activity change, negative = cytotoxicity, actives largely listed as cytotoxic; actives 0.12% (n = 150,000); AID 1671193;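 note: potency is the fitted concentration of half-maximal effect; 0% = DMSO-treated cells and -100% = medium-only wells without cells; nearly all actives have a fitted effect of over 30% in size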
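Cytotoxicity counterscreen: after 24 h compound treatment of genome-edited SNCA-luciferase HEK-293 cells, live-cell protease substrate GF-AFC read by fluorescence after 30 min; activity scaled between DMSO (0%) and medium-only (-100%), curves Hill-fitted.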
NIH3T3 tox: kills NIH 3T3 cells; NIH 3T3 viability, CellTiter-Glo ATP luminescence, 48-72 h; Potency, µM (titrated, usually from 96.7 µM), for the others: top-dose activity change, negative = cytotoxicity, actives largely listed as inhibitors; actives 4.3% (n = 94,000); AID 1345082; note: potency is the fitted concentration of half-maximal effect; nearly all actives have a fitted effect of over 55% in size
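NIH 3T3 cells at 400 cells/well received 23 nL of compound by pintool and were incubated 48 or 72 h at 37 °C. Viability was read as ATP-coupled CellTiter-Glo luminescence.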
HEK293 tox: cytotoxic compounds in HEK 293 cells | HEK 293 viability, ATP luminescence (CellTiter-Glo), 48-72 h | actives 6.6% (n = 94,000) | AID 1345083 | Potency, µM (titrated, usually from 115 µM), for the others: top-dose activity change, negative = cytotoxicity, most hits filed as inhibitors; note: potency is the fitted concentration of half-maximal effect; nearly all actives have a fitted effect of over 60% in size
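Luminescence from cellular ATP, measured with CellTiter-Glo, indicates HEK 293 viability. Cells plated at 250 cells/well are treated with compound for 48 or 72 hr at 37 degree Celsius before reagent addition.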
GPT2 inh: inhibitors of human GPT2 alanine aminotransferase. Q8TD30. Recombinant GPT2, coupled pyruvate oxidase/HRP Amplex Red fluorescence. Potency, µM (titrated, usually from 57.7 µM), for inactives: at the top dose activity change, negative = inhibition, actives largely listed as inhibitors. actives 0.25% (n = 100,000). AID 1671188; note: potency is the fitted concentration of half-maximal effect; nearly all actives have a fitted effect of over 60% in size; many of its hits are not listed in these tables
Target sequence (Q8TD30 whole entry, looked up): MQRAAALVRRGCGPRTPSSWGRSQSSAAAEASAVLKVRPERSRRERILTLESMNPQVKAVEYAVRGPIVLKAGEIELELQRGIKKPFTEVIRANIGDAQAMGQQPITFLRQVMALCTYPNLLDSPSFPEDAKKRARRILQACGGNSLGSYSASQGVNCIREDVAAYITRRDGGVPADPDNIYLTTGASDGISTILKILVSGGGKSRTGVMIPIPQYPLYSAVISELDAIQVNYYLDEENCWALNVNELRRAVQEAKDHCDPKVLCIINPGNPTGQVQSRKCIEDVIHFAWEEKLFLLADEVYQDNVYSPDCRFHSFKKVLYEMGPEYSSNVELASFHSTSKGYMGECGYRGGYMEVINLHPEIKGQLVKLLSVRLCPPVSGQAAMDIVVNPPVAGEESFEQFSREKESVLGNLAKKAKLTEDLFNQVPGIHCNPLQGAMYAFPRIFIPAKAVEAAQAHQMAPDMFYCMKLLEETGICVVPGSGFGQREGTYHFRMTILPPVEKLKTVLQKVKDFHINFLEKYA
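Fluorescence read-out: pyruvate from GPT2 turnover coupled to pyruvate oxidase, HRP and Amplex Red (0.2mM ThPP, 0.2U/mL PO and HRP, 50uM Amplex final). Substrates 250uM a-KG, 2mM L-alanine; enzyme 10ng/uL; 30 min RT.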
FLuc inh: inhibitors of firefly (Photinus pyralis) luciferase. P08659. purified P. pyralis luciferase, luminescence, biochemical. Potency, µM (top dose mostly 115 µM), inactives show at the top dose activity change, negative = inhibition, most hits filed as inhibitors. actives 2.5% (n = 76,000); note: potency is the fitted concentration of half-maximal effect; nearly all actives have a fitted effect of over 65% in size
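Purified P. pyralis luciferase (10nM final) in 50mM Tris acetate pH 7.5, 10mM Mg acetate, 0.01% Tween-20, 0.05% BSA with 10uM D-luciferin and 10uM ATP. Compounds titrated qHTS. Luminescence imaged on CCD.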
SNCA expr inh: inhibitors of alpha-synuclein (SNCA) gene expression. HEK-293 SNCA-luciferase knock-in, luminescence, 24 h. Potency, µM (top dose mostly 57.2 µM), for inactives: at the highest dose activity change, negative = inhibition, hits mostly inhibitors. actives 0.17% (n = 140,000);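 note: potency is the fitted concentration of half-maximal effect; plate controls were DMSO cells for no effect and cell-free wells for full effect; nearly all actives have a fitted effect of over 45% in size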
IP6K1 inh: blocks human inositol hexakisphosphate kinase 1 | Q92551 | IP6K1 kinase, ADP-Glo luminescence, 2 h; active compounds read low | AID 1645851 | activity change, % (series mostly up to about 58 µM) | actives 0.81% (n = 140,000); in the data active = activity change below about -25%
Target sequence (Q92551 whole entry, looked up): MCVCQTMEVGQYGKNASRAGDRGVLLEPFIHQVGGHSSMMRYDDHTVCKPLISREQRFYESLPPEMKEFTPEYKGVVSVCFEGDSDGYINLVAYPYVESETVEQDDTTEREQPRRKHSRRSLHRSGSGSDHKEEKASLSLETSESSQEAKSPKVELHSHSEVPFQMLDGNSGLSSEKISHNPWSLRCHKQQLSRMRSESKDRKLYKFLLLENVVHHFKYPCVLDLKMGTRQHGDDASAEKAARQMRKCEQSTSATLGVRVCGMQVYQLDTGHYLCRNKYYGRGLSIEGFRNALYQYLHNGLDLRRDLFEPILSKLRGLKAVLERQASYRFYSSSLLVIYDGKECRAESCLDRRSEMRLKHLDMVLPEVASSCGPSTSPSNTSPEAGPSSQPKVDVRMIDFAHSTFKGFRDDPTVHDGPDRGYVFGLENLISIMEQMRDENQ
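ADP-Glo luminescence measures ADP made by human IP6K1 during a 2 h RT reaction with ATP/IP6 (mix at 1.3 mM/130 uM); top library doses 57.5 and 19.1 uM final.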
* = called active by the depositor; i = inactive; ? = inconclusive; . = not tested or not shown; [ ] = remark or other dose. Unless noted, calls come from the whole dose curve; as a rule, active = well fitted curve in the direction sought with a large enough effect; inconclusive = small, poorly fitted or top-dose-only effect, or another doubt; inactive = no such curve, though single readings can be large; an effect the other way counts as inactive or inconclusive. Unless noted, % is set by controls: 0 for no effect and ±100 for the full control effect. This is a subset. The share of hits here may be higher or lower than overall.

Every second line gives: SNCA viab count	NIH3T3 tox	HEK293 tox	GPT2 inh	FLuc inh	SNCA expr inh	IP6K1 inh
CN1c2cc(C(=O)NCc3ccc(F)c(Cl)c3)ccc2C(=O)N2CCCCC21 (stereo not drawn)
  -6.4%[12.5 µM]	?	?	i	7.1%	8.8%	6.3
C[C@@H](NC(=O)c1cccn1C)c1onc(-c2cccnc2)c1C(=O)O
  9.1%[87.6 µM]	1.6%[174 µM]	i	-7.7%[88.5 µM]	2.9%[172 µM]	10.1%[87.6 µM]	0.1
O=C1NCCCCCN(C(=O)c2cccs2)[C@H]2CCC[C@@H]12
  15.1%	-8.1%	1.7%	-5.7%	-8.0%	-5.0%	0.0
O=C(NCCc1ccccc1)C1CCCN(c2ccnc3ccnn23)C1 (stereo not drawn)
  -15.8%[87.6 µM]	-29.2%[138 µM]	?	-18.8%[88.5 µM]	.	46.2%[activator][87.6 µM]	10.5
Cc1cccc(CN2CCCC3(CCN(C(=O)Cc4cccnc4)C3)C2=O)c1 (stereo not drawn)
  -15.6%	-18.0%	-24.1%	?	-5.5%	-18.2%	32.0
Cc1cnn(CCC(=O)N[C@@H]2COCC[C@H]2OCc2ccccn2)c1
  8.4%	2.0%	i	i	3.2%	18.4%	-1.2
O=C(NCCCc1ccccc1)c1ccc(N2CC3CC(C2)[C@H]2CCCC(=O)N2C3)nc1 (stereo partly drawn)
  8.9%	-10.8%	-8.4%	-9.6%	-0.9%	3.6%	12.1
CCOC(=O)c1ccc(NS(=O)(=O)c2ccc3[nH]c4c(c3c2)CCCCC4)cc1
  -1.3%	.	.	.	.	0.8%	-3.9
CCc1nc(SCc2cc(=O)c3cc(C)ccc3[nH]2)n[nH]1
  -4.7%	.	.	.	.	-4.3%	-15.5
O=C(c1ccc(Cl)cc1)N1CCC2(Cc3ccccc3CNC2=O)C1 (stereo not drawn)
  -6.8%	?	-16.8%	i	.	-0.9%	-12.5
O=C(NCC1Cn2cccc2CN1Cc1ccccc1)c1ccco1 (stereo not drawn)
  2.8%	?	?	i	-22.1%	43.1%[activator]	6.4
O=C1Nc2ccc(I)cc2C1=Cc1cc(Br)c(O)c(Br)c1
  -16.9%	.	.	1.1%	.	-1.2%	.
O=C(NCc1ccccn1)c1ccc2nnc(Cc3ccco3)n2c1
  -5.9%	-13.1%	0.7%	3.9%	.	-2.1%	1.7
CN1C(=O)C(CC(=O)NCc2cccnc2)Sc2ncccc21 (stereo not drawn)
  -0.1%	-15.2%	-1.9%	-19.4%	0.0%	-2.2%	7.0
O=C1N2CCCC2CN1C1CCN(Cc2ccccc2C(F)(F)F)CC1 (stereo not drawn)
  -3.0%	?	?	i	-0.4%	5.7%	22.1
Cc1nn(-c2ccccn2)c(C)c1[C@@H]1C=C[C@@H](NC(=O)c2cccs2)C1
  -10.9%[87.6 µM]	?	?	1.0%[88.5 µM]	?	-9.6%[87.6 µM]	7.1
Cn1ncc(N2CCC(NC(=O)CCC3CCCCC3)CC2)cc1=O
  7.3%	-19.3%	-28.8%	i	-7.1%	9.4%	-5.1
Cc1cccc2c1nc1n2[C@@H](CNCc2ccccc2)COC1
  -8.9%[87.6 µM]	?	?	-2.3%[88.5 µM]	-2.2%[172 µM]	4.5%[87.6 µM]	-7.7
CC(=O)c1ccc(NC(=O)CSc2nc3c(=O)n(C)c(=O)n(C)c3n2C)cc1
  -3.3%	.	.	.	.	-2.7%	13.8
COC(=O)c1ccccc1NC(=O)Cc1nc(-c2ccc(OC)cc2)no1
  1.6%	.	.	.	.	-1.3%	-1.2
O=C(NCCc1ccc(Cl)cc1)c1ccc2nnc(-c3cccnc3)n2c1
  0.7%	?	?	i	.	-2.1%	8.5
CCN1CCCN(C(=O)CCC2CCCC2)CC12CCOCC2
  -0.4%	-25.6%	-17.9%	?	-8.2%	2.6%	-11.8
Cc1ccc(-n2nnc(-c3nsc(NC(=O)c4cccc(Cl)c4)n3)c2C)cc1C
  4.2%	.	.	.	.	-1.4%	7.0
CC#CCn1cc2c3c(cccc31)[C@H](CC(C)C)N[C@H](C(=O)NCCNC(C)=O)C2
  -0.7%[87.6 µM]	?	100µM*	1.3%[88.5 µM]	-6.4%[172 µM]	-4.2%[87.6 µM]	8.9
CC1CCN(S(=O)(=O)c2ccc3c(c2)N(CC(=O)NCC(C)c2ccccc2)C(=O)CO3)CC1 (stereo not drawn)
  ?	.	.	.	.	-23.1%	-6.4
O=C(CC1CCCC1)N1CCC2(CC1)CC(CO)N(C(=O)c1ccccc1)C2 (stereo not drawn)
  -15.6%	?	0.0%	-3.8%	.	5.1%	4.4
Cc1ccc(C(=O)N2CCCC(c3nn[nH]n3)C2)cn1 (stereo not drawn)
  6.6%	i	-9.9%	i	-3.4%	3.6%	-11.6
COCCOC1CCN(C(=O)c2cccn2C)CC1
  -9.2%[12.5 µM]	-17.2%	-1.0%	i	?	41.4%[activator]	9.3
CCN(CC)c1cc(C)c2cc(NC(=O)/C=C/c3ccc(C)cc3)ccc2n1
  1.0%	.	.	.	.	-10.2%	8.1
Cc1[nH]cnc1CN1C[C@@H]2CN(C(=O)CCC3CC3)C[C@]2(C(=O)O)C1
  2.6%	-12.7%	-2.1%	-5.6%	0.0%	1.7%	4.9

Ordered by molecular weight (low to high): 3 of the compounds above
Every second line gives: SNCA viab count	NIH3T3 tox	HEK293 tox	GPT2 inh	FLuc inh	SNCA expr inh	IP6K1 inh
CCN1CCCN(C(=O)CCC2CCCC2)CC12CCOCC2
  -0.4%	-25.6%	-17.9%	?	-8.2%	2.6%	-11.8
O=C(c1ccc(Cl)cc1)N1CCC2(Cc3ccccc3CNC2=O)C1 (stereo not drawn)
  -6.8%	?	-16.8%	i	.	-0.9%	-12.5
CC(=O)c1ccc(NC(=O)CSc2nc3c(=O)n(C)c(=O)n(C)c3n2C)cc1
  -3.3%	.	.	.	.	-2.7%	13.8

Other results follow:
Every second line gives: SNCA viab count	NIH3T3 tox	HEK293 tox	GPT2 inh	FLuc inh	SNCA expr inh	IP6K1 inh
COc1ccc(/C=C(\NC(=O)c2ccccc2)C(=O)NC2CCCCC2)cc1
  2.6%	.	.	.	.	-14.8%	25.2
Cc1cc(-c2ccc(C)c(S(=O)(=O)NCc3ccc(Cl)cc3)c2)on1
  -1.6%	.	.	.	.	?	6.5
O=C(c1ccc(F)cc1)N1CCC2(CN[S+](=O)([O-])c3cccnc3O2)C1 (stereo not drawn)
  -0.7%	2.2%	i	-5.4%	.	-22.2%	-1.7
CCCC1c2nccn2CCCN1C(=O)c1ccc(OC)nc1OC (stereo not drawn)
  -6.7%	-7.2%	?	i	3.3%	8.3%	-3.9
COCC(=O)Nc1ccc(-c2noc([C@@H]3CCCN3Cc3ccc(S(C)(=O)=O)cc3)n2)cn1
  -4.3%	-18.5%	?	0.7%	-5.9%	-1.3%	19.6
O=C(COc1ccccc1)N1CCCC(Nc2ccc(F)cc2)C1 (stereo not drawn)
  3.8%	-15.8%	-14.6%	2.4%	42.9%	4.9%	-6.1
O=C(C1CCN([S+](=O)([O-])c2cccc(C(F)(F)F)c2)CC1)N1CCC(N2CCOC2=O)CC1
  4.7%	-30.7%	-11.4%	i	.	-7.4%	-4.2
C/C(=N\N=C(N)N)c1cc(NC(=O)CCCCCCCCC(=O)Nc2cc(/C(C)=N/N=C(N)N)cc(/C(C)=N/N=C(N)N)c2)cc(/C(C)=N/N=C(N)N)c1
  -19.1%	.	.	-16.5%	.	.	-15.0
CC(=O)N1CC2(CCN(Cc3ncc[nH]3)CC2)CC1C(=O)O (stereo not drawn)
  2.7%	0.8%	-10.9%	i	-0.9%	-11.3%	11.8
CCCCC(=O)NC1CC(=O)N(c2ccc3c(c2)OCCO3)C1 (stereo not drawn)
  1.4%	.	.	.	.	22.0%	3.4
CN(C)C(=O)c1ccc(OC2CCN(C(=O)c3ccc(Br)cc3)CC2)nc1
  9.5%	?	?	-2.5%	0.0%	27.5%	4.4
O=C(CNC(=O)c1ccc(-c2cnc3ccccc3c2)cc1)NC1CCCC1
  3.4%	?	?	4.3%	.	14.4%	8.1
CCOc1ccccc1NC(=O)c1cc2cc3cc(C)ccc3nc2s1
  10.8%	.	.	.	.	40.9%[activator]	-6.7
COc1cccc(CNCC2(COc3ccccc3)C[C@@H](O)[C@@H](O)C2)c1 (stereo partly drawn)
  -6.3%[87.6 µM]	?	?	i	-9.1%[172 µM]	-11.8%[87.6 µM]	-3.2
CCCCn1c(COc2cccc(OC)c2)nc2ccccc21
  11.3%	.	.	.	.	50.5%[activator]	-13.8
CC(=O)c1ccc2c(c1)N(CCCN1CCC(CCO)CC1)c1ccccc1S2
  -2.6%[23.9 µM]	.	.	i	.	1.6%[25.6 µM]	-1.7
CCOc1ccccc1CNC(=O)c1cc2cc(S(=O)(=O)N3CCCCC3)ccc2n1C
  -4.8%	.	.	.	.	2.6%	15.1
O=C(NC1CC1)[C@@H]1C[C@H](Oc2cccnc2)CN1C(=O)c1ccccn1
  3.1%	4.2%	i	-6.1%	7.9%	-15.4%	0.0
O=C(Cn1c(=O)oc2ccccc21)NC1CCc2nn(CC3CC3)c(=O)n2CC1 (stereo not drawn)
  4.3%	-16.8%	-3.9%	?	-6.1%	-19.4%	-9.4
Cn1ccnc1C(O)c1cc2n(n1)CCN(S(=O)(=O)C1CC1)C2 (stereo not drawn)
  -10.3%	-12.5%	i	-20.8%	-3.8%	-10.1%	11.3
COCc1nc(C2CC(=O)N(C3CCCCC3)C2)no1 (stereo not drawn)
  1.0%	-1.3%	2.2%	i	-5.9%	13.0%	17.0
CN1C[C@H](NC2CCOCC2)CCC[C@@H](C(=O)NC2CC2)CC1=O
  3.8%[87.6 µM]	4.9%[174 µM]	1.2%[172 µM]	0.4%[88.5 µM]	-7.0%[172 µM]	-8.8%[87.6 µM]	-7.1
NS(=O)(=O)c1cc2c(cc1Cl)NC(CC1CCCC1)NS2(=O)=O (stereo not drawn)
  -13.7%[23.9 µM]	.	.	-0.1%	.	-48.3%[25.6 µM]	-2.1
CCCc1cc(=O)[nH]c2nnc(SC(C)CC)n12 (stereo not drawn)
  -5.3%	.	.	.	.	-11.8%	-8.0
O=C1Nc2ccccc2CC12CCN(Cc1ccc(OC(F)(F)F)cc1)C2 (stereo not drawn)
  -15.9%	?	28.2µM*	4.3%	-7.4%	?	6.5
O=C(NC1CC1)[C@@H]1CN(Cc2ccc(OC(F)(F)F)cc2)C[C@H]1CO
  3.9%	-25.6%	?	4.3%	-0.9%	16.3%	4.8
COc1ccc(-c2noc(C(=O)O)c2[C@@H](C)NS(=O)(=O)c2ccccc2)cc1
  2.7%[87.6 µM]	0.2%[138 µM]	1.7%[172 µM]	-9.0%[88.5 µM]	-0.2%[172 µM]	2.4%[87.6 µM]	14.9
Cn1ncc2c(C(=O)Nc3cccc(Cl)c3)cc(-c3ccc(Cl)cc3Cl)nc21
  -27.4%	31.6µM*	22.4µM*	i	.	-29.8%	9.7
